N370S GC – N370S glucocerebrosidase modulation, Gaucher chaperone candidate | Potency, µM (highest dose often 59.4 µM), without a hit: at the highest dose activity change, negative = inhibition, actives largely listed as inhibitors | 330,000 tested, 0.092% active | N370S GC spleen homogenate, 4MU-glucoside fluorescence | AID 2101; active means well fitted inhibition curve with a large enough effect;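 further: 0% = full enzyme activity and -100% = no enzyme basal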
Starred values were filed as active, the others as inactive; & = joins results of further samples; [ ] = another dose, or the depositor's remark. Potency means the concentration at half of the fitted maximal effect.

What do the screens show for `COC(=O)[C@@]1(Cc2ccccc2)[C@H]2c3cc(C(=O)N4CCCC4)n(CCO)c3C[C@H]2CN1C(=O)c1ccccc1`?
N370S GC: -4%

What do the screens show for `COc1ccc2c(c1)O[C@H](c1ccc3c(c1)OCO3)[C@@H](OC(=O)NS(=O)(=O)c1ccc(C)cc1)C2=O`?
N370S GC: -2%

Results for NC(Cc1c[nH]c2ccccc12)C(=O)NCC(=O)O (stereo unspecified) ?
N370S GC: -4%

Results for Cc1ccc(CNc2ncnc3ccc(-c4c(C)noc4C)cc23)o1 ?
N370S GC: -7%

Results for COC(=O)C/C=C\[C@@H](C)[C@@H](/C=N\O[C@@H](C)CN1CCCCc2nc(C)c(C)cc21)OC ?
N370S GC: -1%[12.8 µM]

How did C=CC[C@@H]1C=C[C@@H](O/N=C2/[C@H]3O[C@@H]3[C@@H](O)[C@H]3[C@H]2CCn2c(=O)n(-c4ccccc4)c(=O)n23)[C@@H](CO)O1 do in these assays?
N370S GC: 7%[12.8 µM]

What do the screens show for `CC(C)[C@@H](CC(=O)N[C@@H]1CCNC[C@H]1C(=O)N[C@H](CC(=O)N[C@@H](CCC(=O)O)CC(=O)O)Cc1c[nH]c2ccccc12)NC(=O)C[C@H](Cc1c[nH]c2ccccc12)NC(=O)[C@@H]1CNCC[C@H]1N`?
N370S GC: 4%

How did COc1cccc(C2=Nn3c(nnc3-c3cccc(OC)c3)SC2)c1 do in these assays?
N370S GC: -4%

What do the screens show for `CCc1cc2c(nc1CC)CCN(CC/C(C)=N/O[C@@H](C)CN1CCCc3nc(C)c(C)cc31)C2`?
N370S GC: 2%[12.8 µM]

Results for COC(=O)C(C(=O)OC)[C@@H]1c2ccccc2[C@H]2C(=C[C@@H](C)[C@H]3C(=O)N(c4ccccc4)C(=O)[C@H]32)N1C(=O)OC ?
N370S GC: 8%[12.8 µM]

Reprinted from the part before: 2 entries; new compounds follow.
What do the screens show for `CCc1cc2c(nc1CC)CCN(CC/C(C)=N/O[C@@H](C)CN1CCCc3nc(C)c(C)cc31)C2`?
N370S GC: 2%[12.8 µM]

Results for COC(=O)C(C(=O)OC)[C@@H]1c2ccccc2[C@H]2C(=C[C@@H](C)[C@H]3C(=O)N(c4ccccc4)C(=O)[C@H]32)N1C(=O)OC ?
N370S GC: 8%[12.8 µM]

Results for Nc1ccccc1C(=O)CC(N)C(=O)O (stereo unspecified) ?
N370S GC: -4%&2%

How did CN(C)c1ccc(N=NS(=O)(=O)O)cc1 do in these assays?
N370S GC: -17%

How did C=CCOC(=O)N[C@H](/C(C(=O)OC)=C(\C)NCc1ccccc1)c1cccc(F)c1 do in these assays?
N370S GC: -2%

What do the screens show for `O=C(O)c1ccc(C(=O)O)cc1`?
N370S GC: 2%

Results for COc1ccc(O[C@H]2C=C[C@@H](c3ccccc3)O[C@H]2CO/N=C(/C)CCC(=O)OC[C@@H]2O[C@H](c3ccccc3)C=C[C@@H]2Oc2ccc(OC)cc2)cc1 ?
N370S GC: -3%[12.8 µM]

How did COC(=O)C1=C(C)N(Cc2ccccc2)C2=C3C(=O)N(C)C(=O)C3[C@@](O)(C(=O)OC)C(=O)N2C1c1ccccc1 (stereo partly specified) do in these assays?
N370S GC: -7%&-3%[12.8 µM]

How did CCOC(=O)CCN1C(=O)[C@H]2[C@H]3[C@H](O)[C@H](O)C/C(=N/OCC(C)C)[C@@H]3CC[C@@H]2C1=O do in these assays?
N370S GC: 14%[12.8 µM]

Results for COc1ccc(COC(=O)N/N=C2/C[C@@H](O)[C@@H](O)[C@@H]3[C@@H]4C(=O)N(C5CCCCC5)C(=O)[C@H]4CC[C@H]23)cc1 ?
N370S GC: 5%[12.8 µM]

How did COc1ccc(C2c3cc(OC)c(OC)cc3Cc3c4cc(OC)c(OC)cc4cc[n+]32)cc1OC (stereo unspecified) do in these assays?
N370S GC: -5%

Results for CCC(Nc1ncnc2ccc(-c3c(C)noc3C)cc12)c1ccccc1 (stereo unspecified) ?
N370S GC: -6%

Results for O=C(N/N=C1/C[C@@H](O)[C@@H](O)[C@@H]2[C@@H]3C(=O)N(Cc4ccc5c(c4)OCO5)C(=O)[C@H]3CC[C@@H]12)OCc1ccccc1 ?
N370S GC: 10%[12.8 µM]

Results for COC(=O)[C@H](Cc1ccccc1)NC(=O)C/C=C\[C@@H](C)[C@@H](CO)OC ?
N370S GC: 1%[12.8 µM]

What do the screens show for `COC(=O)c1nnc(SC)nc1C(=O)OC`?
N370S GC: 9%

How did O=S(=O)(Nc1cccc2cccnc12)c1ccc(Br)cc1 do in these assays?
N370S GC: 6%

Results for O=C(O)c1ccc(NS(=O)(=O)c2ccsc2C(=O)O)c(O)c1 ?
N370S GC: -4%

What do the screens show for `O=C1[C@H]2[C@H]3[C@H](O)[C@H](O)C/C(=N/OCc4ccccc4)[C@@H]3CC[C@@H]2C(=O)N1C[C@@H]1CCCO1`?
N370S GC: 10%[12.8 µM]

What do the screens show for `CCCC=O`?
N370S GC: 3%

Results for CCCCCC1=C2CNC(Cc3ccccc3)(C(=O)OC)C=C2C(C)C1=O (stereo unspecified) ?
N370S GC: -9%

How did O=C(O)c1ccc(S(=O)(=O)N[C@H](Cc2ccccc2)C(=O)O)cc1 do in these assays?
N370S GC: 4%

How did O=C(O)c1sccc1S(=O)(=O)Nc1ccccc1N1CCCCC1 do in these assays?
N370S GC: 0%

Results for CC(C)(C)OC(=O)NCCCCC1=CC2=CC(=O)C(C)(OC(=O)c3cccs3)C(=O)C2=CO1 (stereo unspecified) ?
N370S GC: -1%

How did COc1ccc(COC(=O)N/N=C2/C[C@@H](O)[C@@H](O)[C@@H]3[C@@H]4C(=O)N([C@@H](C)c5ccccc5)C(=O)[C@H]4CC[C@@H]23)cc1 do in these assays?
N370S GC: 2%[12.8 µM]

Results for C/C=C(\C)C(=O)O[C@H]1C[C@@]2(C)CCC(C(C)C)C2(O)CC[C@@]1(C)O (stereo partly specified) ?
N370S GC: 0%

What do the screens show for `COCC1=Cc2cc3c(cc2C(C(C(=O)OC)C(=O)OC)N1C(=O)OC)OCO3` (stereo unspecified)?
N370S GC: -2%

What do the screens show for `C=CC1=C2C=C(C3CC3)N(CCOC)C=C2C(=O)C(C)(OC(=O)c2ccco2)C1=O` (stereo unspecified)?
N370S GC: -13%[12.8 µM]

What do the screens show for `Nc1ccc(S(=O)(=O)Nc2cccc3cccnc23)cc1`?
N370S GC: 6%

Results for CC(=O)N1C2(C=CC1(C)C(=O)NCCN1CCOCC1)CCCCC2 (stereo unspecified) ?
N370S GC: -8%

What do the screens show for `CC(C)=CCC/C(C)=C/CO/N=C1/[C@H]2O[C@@H]2[C@@H](O)[C@H]2[C@H]1CCn1c(=O)n(Cc3cc4c(cc3Cl)OCO4)c(=O)n12`?
N370S GC: 3%[12.8 µM]

What do the screens show for `COc1ccc(O[C@H]2C=C[C@@H](c3ccccc3)O[C@H]2COC(=O)NCc2cccc3ccccc23)cc1`?
N370S GC: 1%[12.8 µM]

How did C=CCCC/C=C(/C)C(OCc1ccc(OC)cc1)C(CC/C=C(\C)C(N)=O)OC (stereo unspecified) do in these assays?
N370S GC: -7%[12.8 µM]

How did COc1cccc([C@@H]2Oc3ccc(Br)cc3C(=O)[C@H]2OC(=O)Nc2cc(OC)c(OC)c(OC)c2)c1 do in these assays?
N370S GC: -8%

How did C=CCCCCCCC=C do in these assays?
N370S GC: -2%

What do the screens show for `C[C@H]1COC(=O)[C@H](Cc2ccccc2)NC(=O)[C@@H](C)COC(=O)[C@H](Cc2ccccc2)NC1=O`?
N370S GC: 1%[12.8 µM]

How did CN(C)CCCNCCCN do in these assays?
N370S GC: 0%

Results for CO[C@H]1COC(=O)CCC[C@@H](C)[C@H](OC)COC(=O)[C@@H](C)NC(=O)C/C=C\[C@@H]1C ?
N370S GC: -10%[12.8 µM]

Results for CCCCCCCCC/C=C/CC1CC(=O)OC1=O (stereo unspecified) ?
N370S GC: 1%

What do the screens show for `CCOC(=O)NC[C@H](Cc1ccc(OCCc2nc(-c3ccccc3)oc2C)cc1)N/C(C)=C\C(=O)c1ccc(C(F)(F)F)cc1`?
N370S GC: 13%

What do the screens show for `CCC1=C2CC[C@H]3C(=O)NC(=O)[C@H]3[C@H]2[C@@]2(C)C(=O)N(CC3CC3)C(=O)N2C1=O`?
N370S GC: 5%

What do the screens show for `CCOC(=O)N/N=C1/C[C@@H](O)[C@@H](O)[C@@H]2[C@@H]3C(=O)N(Cc4ccc5c(c4)OCO5)C(=O)[C@H]3CC[C@H]12`?
N370S GC: -16%[12.8 µM]

What do the screens show for `NC(=O)CCCCC(N)=O`?
N370S GC: -5%

What do the screens show for `CCOC(=O)/C=C/CCC/C=C/C(=O)c1ccccc1`?
N370S GC: -11%

Results for CCC/C=C/C(C)O (stereo unspecified) ?
N370S GC: 4%

What do the screens show for `FC(F)(F)c1ccc(CN2C[C@@H]3C(c4ccc(C(F)(F)F)cc4)C4(c5ccccc5)CC3(C4)[C@H]2c2ccccc2)cc1` (stereo partly specified)?
N370S GC: -19%

What do the screens show for `C=CCN1c2ccccc2[C@]23C[C@@H](C(=O)OC)N(C(=O)COCc4ccccc4)C2=NC(C(=O)OC)=C(C(=O)OC)[C@H]13`?
N370S GC: -21%[12.8 µM]

Results for CCCCc1nc2c(c3c1CC(C)OC3)CN(CCOc1ccccc1)CC2 (stereo unspecified) ?
N370S GC: 3%[12.8 µM]

Results for CCN1C(=O)[C@H]2[C@H]3[C@H](O)[C@H](O)C/C(=N/O[C@@H](C)c4cn([C@H](CO)Cc5ccccc5)nn4)[C@@H]3CC[C@@H]2C1=O ?
N370S GC: 0%&4%[12.8 µM]

Results for CC1(C)OC(C(O)(c2cc(C(F)(F)F)cc(C(F)(F)F)c2)c2cc(C(F)(F)F)cc(C(F)(F)F)c2)C(C(O)(c2cc(C(F)(F)F)cc(C(F)(F)F)c2)c2cc(C(F)(F)F)cc(C(F)(F)F)c2)O1 (stereo unspecified) ?
N370S GC: 5%[12.8 µM]

How did C[C@]12O[C@H]1[C@@H](O)C(Br)=C(CO)[C@H]2O do in these assays?
N370S GC: 2%

What do the screens show for `COC(=O)[C@@]1(Cc2ccc(F)cc2)[C@H]2c3cc(C(=O)N(C)C)n(CCc4ccc(O)c(O)c4)c3C[C@H]2CN1C(=O)c1ccccc1`?
N370S GC: -9%

How did CCCCCCC(=O)Cc1cc(OC)c(OC)cc1/C=C(/C(C)=O)C(=O)OC do in these assays?
N370S GC: 7%[12.8 µM]

Six compounds picked at random from the list so far, as already listed:
How did O=S(=O)(Nc1cccc2cccnc12)c1ccc(Br)cc1 do in these assays?
N370S GC: 6%

What do the screens show for `CC(C)=CCC/C(C)=C/CO/N=C1/[C@H]2O[C@@H]2[C@@H](O)[C@H]2[C@H]1CCn1c(=O)n(Cc3cc4c(cc3Cl)OCO4)c(=O)n12`?
N370S GC: 3%[12.8 µM]

How did O=C(O)c1sccc1S(=O)(=O)Nc1ccccc1N1CCCCC1 do in these assays?
N370S GC: 0%

Results for NC(Cc1c[nH]c2ccccc12)C(=O)NCC(=O)O (stereo unspecified) ?
N370S GC: -4%

Results for COC(=O)C(C(=O)OC)[C@@H]1c2ccccc2[C@H]2C(=C[C@@H](C)[C@H]3C(=O)N(c4ccccc4)C(=O)[C@H]32)N1C(=O)OC ?
N370S GC: 8%[12.8 µM]

What do the screens show for `COCC1=Cc2cc3c(cc2C(C(C(=O)OC)C(=O)OC)N1C(=O)OC)OCO3` (stereo unspecified)?
N370S GC: -2%

(continued)
How did CC(=O)OC[C@@H]1O[C@H](C/C=N\O[C@@H](C)c2cn([C@H]3COC[C@H]3O)nn2)C=C[C@@H]1OC(C)=O do in these assays?
N370S GC: 8%[12.8 µM]

Results for CCCCc1cc2c(cn1)=C(OC(=O)c1ccc(Cl)nc1)C(C)(OC(=O)CC)C(=O)C=2 (stereo unspecified) ?
N370S GC: -4%[12.8 µM]

How did COC(=O)C1(C(=O)OC)CC(CO)C(=O)[C@H]1c1ccccc1 (stereo partly specified) do in these assays?
N370S GC: 10%&10%

How did COC(=O)NC(c1ccccc1)c1c[nH]c2ccc(OC)cc12 (stereo unspecified) do in these assays?
N370S GC: 0%

How did COC(=O)c1ccc(C(NC(=O)OCc2ccccc2)/C(C)=C/[C@@H](C)C(=O)NCCO)cc1 (stereo partly specified) do in these assays?
N370S GC: 8%

Results for COC(=O)[C@@]1(Cc2ccc(F)cc2)[C@H]2c3cc(C(=O)N(C)C)n(Cc4ccc(O)c(OC)c4)c3C[C@H]2CN1C(=O)c1ccccc1 ?
N370S GC: -6%

What do the screens show for `C=CCNC(=O)c1cc([N+](=O)[O-])cc2c(=O)[nH]c(Nc3ccc(Cl)c(Cl)c3)nc12`?
N370S GC: -21%

What do the screens show for `CCCCC(CC)CN` (stereo unspecified)?
N370S GC: -6%&4%

What do the screens show for `COC(=O)N1C(C2CC2)=Cc2ccccc2C1CC(C)=O` (stereo unspecified)?
N370S GC: 9%

What do the screens show for `O=c1[nH]c(-c2ccccc2O)nc2ccccc12`?
N370S GC: -5%

How did COC(=O)C/C=C\[C@@H](C)[C@@H](/C=N\O[C@@H](C)CN1CCCc2nc(C)c(C)cc21)OC do in these assays?
N370S GC: 3%[12.8 µM]

How did C[C@@H]1CN2[C@H](c3ccc(Br)cc3)[C@H](C)CC[C@H]2C(=O)O1 do in these assays?
N370S GC: -4%[12.8 µM]

How did C[C@@H]1CCN=C(N)S1 do in these assays?
N370S GC: 8%

What do the screens show for `CC(=O)N1C2(C=CC1(C)C(=O)NCc1ccccn1)CCCCC2` (stereo unspecified)?
N370S GC: 11%

Results for COC(=O)c1ccc(C(/C=C/[C@@H](C)C(=O)N(C)C)NC(=O)OCc2ccccc2)cc1 (stereo partly specified) ?
N370S GC: -2%

What do the screens show for `C=Cc1cccc(C)c1`?
N370S GC: -5%

Results for CCCn1c(C)nc2c(NC(C)CCCN(CC)CC)nc(C)nc21 (stereo unspecified) ?
N370S GC: 0%

Results for COc1cc2c(cc1OC)C(c1c[nH]c3ccccc13)NCC2 (stereo unspecified) ?
N370S GC: -12%

What do the screens show for `COc1c(C2=CC(=O)N(C)C2=O)c2c(n1C)C(=O)c1ccccc1C2=O`?
N370S GC: 2%

Bioassay records deposited in PubChem BioAssay by National Center for Advancing Translational Sciences (NCATS).

Only part of the results is shown (hit frequency here may not be typical).
